Screens: PubChem, several laboratories
MsrA inhibitor = bovine MsrA inhibition | purified bovine MsrA, absorbance read-out | inhibition, % at 15.5 µM | 360,000 compounds, 0.75% hits | AID 651718; in the data active = inhibition above about 4.5%;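 also: 0% = vehicle wells with enzyme and 100% = reference inhibitor wells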
DNMT1 inh = inhibitors of human DNMT1; P26358; DNMT1 molecular beacon, Hinp1I cleavage, fluorescence; inhibition (reported as % activation of signal), % at 10 µM; 360,000 compounds, 0.83% hits; in the data active = inhibition above about 50%
NRP1-CendR mod = alters CendR peptide binding to human NRP-1; O14786; FAM-RPARPAR peptide binding to NRP-1, fluorescence polarization; inhibition, % at 25 µM; 360,000 compounds, 0.85% hits;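 active = inhibition or corrected inhibition above about 18%, plus a signal ratio from 0.5 to 1.5, limit read from the data, passing the limit was not always enough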; also: strong numbers were not always called active
bovine MsrA act = activates bovine MsrA enzyme; purified bovine MsrA, absorbance read-out; activation, % at 10.6 µM; 360,000 compounds, 0.3% hits; in the data active = activation above about 7.5%;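 also: 0% = vehicle and 100% = reference activator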
STEP inh = STEP (human) phosphatase inhibition | P54829 | recombinant STEP, OMFP fluorogenic substrate, fluorescence | inhibition, % at 20 µM | 360,000 compounds, 0.25% hits | AID 588621;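 active = inhibition at 20 µM, scaled per plate between control wells, above about 37%, limit read from the data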;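 also: 0% = DMSO with enzyme and substrate and 100% = substrate only without enzyme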
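Measure: Control-normalized % inhibition with plate pattern correction | Test system: STEP phosphatase, cell-free reaction | Medium: pH 6.0 Bis-Tris with DTT and Tween 20 | Technique: Fluorescence, 480/540 nm | Times: Reaction 20 min, ambient temperature | Doses: Single compound dose of 20 µM, 1% DMSO final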
TbMetRS inhib = Trypanosoma brucei MetRS inhibition | purified T. brucei MetRS, ATP depletion, Kinase-Glo luminescence | inhibition, % at 11.9 µM | 360,000 compounds, 0.4% hits;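 active = inhibition above a per-plate cutoff of the control wells' mean inhibition plus 3 SD, cut at about 5.5% in these data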;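 also: 0% = DMSO wells median and 100% = median of wells with control inhibitor compound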
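Material: parasite MetRS enzyme / Replication: singlicate, one well per compound / Signal: luminescence of leftover ATP / Schedule: 2 h aminoacylation at 25 °C after 15 min preincubation / Medium: HEPES-MgCl2-KCl buffer plus DTT, spermine, BSA, pyrophosphatase / Doses: 11.9 µM single point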
Scp1 inh = inhibitors of human Scp-1 phosphatase | Recombinant Scp1, phosphopeptide, malachite green phosphate absorbance | inhibition, % at 20 µM | 340,000 compounds, 0.88% hits;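 active = inhibition above about 50% at 20 µM, limit read from the data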;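 also: plate controls were DMSO wells with enzyme for no effect and wells lacking enzyme for full effect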
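Test system: SCP-1 catalytic domain; Buffer or medium: Acidic Tris acetate buffer with magnesium and detergent; Also added: Phosphorylated 17-residue peptide substrate; Compound: single 20 µM dose, 1% DMSO; Schedule: enzyme reaction 45 min at room temperature, colour 5 min, stabilisation 30 min; Signal: Phosphate-binding colour reagent, absorbance read at 630 nm.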
SUMO1-SIM PPI = modulators of human SUMO1-mediated protein-protein interactions. P63165. SUMO1 binding to a labelled peptide, TR-FRET, 1 h. inhibition, % at 20 µM. 360,000 compounds, 0.33% hits. AID 602429; in the data active = inhibition above about 37%
eLon inh = inhibits E. coli Lon protease | purified E. coli Lon protease, fluorescence polarization | inhibition, % at 7.94 µM | 360,000 compounds, 0.42% hits | AID 602123; in the data active = inhibition above about 13%, passing the limit was not always enough;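 also: 0% = enzyme with probe and DMSO and 100% = no enzyme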
Target sequence (P0A9M0 whole entry, looked up): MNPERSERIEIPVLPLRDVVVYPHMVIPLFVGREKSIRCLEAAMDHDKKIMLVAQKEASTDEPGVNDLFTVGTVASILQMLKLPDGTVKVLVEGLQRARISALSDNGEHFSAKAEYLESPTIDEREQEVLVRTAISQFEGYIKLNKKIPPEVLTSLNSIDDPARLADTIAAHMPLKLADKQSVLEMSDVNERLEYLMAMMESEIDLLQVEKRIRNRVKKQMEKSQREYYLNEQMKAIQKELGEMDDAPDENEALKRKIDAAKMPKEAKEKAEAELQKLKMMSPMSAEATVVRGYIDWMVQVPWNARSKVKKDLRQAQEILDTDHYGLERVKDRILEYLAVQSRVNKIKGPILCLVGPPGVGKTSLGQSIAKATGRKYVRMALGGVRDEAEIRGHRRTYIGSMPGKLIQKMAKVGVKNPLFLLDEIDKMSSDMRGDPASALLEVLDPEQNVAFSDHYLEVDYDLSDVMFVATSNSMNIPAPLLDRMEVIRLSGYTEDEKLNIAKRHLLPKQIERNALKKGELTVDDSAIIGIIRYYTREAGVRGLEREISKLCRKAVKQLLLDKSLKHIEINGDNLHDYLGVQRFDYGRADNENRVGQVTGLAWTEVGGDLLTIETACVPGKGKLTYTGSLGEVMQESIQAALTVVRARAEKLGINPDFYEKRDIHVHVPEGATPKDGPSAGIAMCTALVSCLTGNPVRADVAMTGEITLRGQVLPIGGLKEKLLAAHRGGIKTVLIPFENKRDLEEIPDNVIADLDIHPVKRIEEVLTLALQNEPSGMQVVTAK
LMPTP inh = LMPTP (human) inhibition; P24666; recombinant LMPTP-A, OMFP fluorogenic substrate, fluorescence intensity; inhibition, % at 20 µM; 360,000 compounds, 0.22% hits; AID 651560;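 active = compounds that cut the enzyme signal by at least half of the control window in the single-dose screen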;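 also: plate controls were DMSO wells with enzyme plus substrate for no effect and substrate without enzyme for full effect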
Target sequence (P24666 whole entry, looked up): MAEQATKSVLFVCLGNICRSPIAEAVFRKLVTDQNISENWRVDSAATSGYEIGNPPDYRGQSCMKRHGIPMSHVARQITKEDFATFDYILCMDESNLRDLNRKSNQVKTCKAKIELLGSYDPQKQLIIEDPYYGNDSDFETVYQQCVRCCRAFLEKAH
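test system = LMPTP-A | amount = 0.625 nM LMPTP-A final | reagent = fluorogenic phosphatase substrate OMFP at 400 µM final | incubation = 50 min at room temperature | benchmarks = no-enzyme low control, uninhibited high control | medium = Bis-Tris pH 6.0, DTT, detergent | signal = fluorescence intensity of OMFP turnover product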
An asterisk follows results filed as active; nt = no result given.

SMILES	MsrA inhibitor	DNMT1 inh	NRP1-CendR mod	bovine MsrA act	STEP inh	TbMetRS inhib	Scp1 inh	SUMO1-SIM PPI	eLon inh	LMPTP inh
CCOC(=O)C1CCCN(c2c(NCC3CCCN3CC)c(=O)c2=O)C1 (centres undefined)	0.3	-4	0	-10	-1	-1.1	3	-7	-9	-6.3
O=[N+]([O-])c1ccc(CS(=O)c2ccccc2)cc1 (centres undefined)	-0.5	-3	0	-2	1	-0.3	7	-17	-1	-1.5
CCN1C(=S)SC(=O)C1=C1C=C(C)N(CCO)C(C)=C1	0.6	-5	-19	-3	13	-0.1	-7	-10	-26	-0.6
O=C(COC(=O)/C=C/c1ccc(Cl)cc1)NC1CC1	-0.3	3	-2	-3	-1	-0.4	-5	-23	0	-0.9
CCOC(=O)c1c(-c2cccs2)csc1NC(C)=O	1.0	-3	8	-4	-1	-2.0	-3	-4	-3	-1.4
COc1cc(/C=C/C(=O)O)cc(S(=O)(=O)Nc2ccccc2C(=O)NCc2ccco2)c1OC	1.0	6	-26	-14	9	-0.4	20	8	-10	-0.8
CCn1nc(C)c(/C=N/NC(=O)CSc2ccccn2)c1C	-0.5	-1	7	3	1	-0.5	0	-1	-1	0.3
CCC(=O)Nc1c2c(nn1-c1ccccc1C)CSC2	-0.8	2	3	-3	2	0.0	-5	2	7	0.0
COc1ccc(C(=O)Nc2nnc(C)s2)cc1S(=O)(=O)N1CCOCC1	0.5	6	0	-3	-2	0.4	-6	2	7	-1.9
COc1ccc(NC(=O)c2sc3nc(N4CCCC4)c4c(c3c2N)CC(C)(C)OC4)c(OC)c1	1.8	-11	6	-3	-2	0.3	3	-11	-4	2.7
O=c1c(CN2CCN(c3ccccn3)CC2)coc2ccccc12	0.2	1	-9	-12	1	-1.1	-6	8	6	0.9
O=C(O)CCN1C(=O)/C(=C/c2cn(-c3ccccc3)nc2-c2cccs2)SC1=S	2.2	17	-157	-4	74*	0.5	38	-4	-2	81*
COc1cccc(CN2CCC2(C)C(=O)Nc2cccc(Oc3ccccc3)c2)c1OC (centres undefined)	0.6	-4	-7	0	3	-0.3	nt	1	2	5.2
COC(=O)c1cc2oc(C)cc2n1CC(=O)Nc1ccc(C)c(C)c1	-0.5	-10	-18	-5	0	-0.8	-3	-1	-6	0.1
O=C(Cc1csc(-c2ccccc2)n1)NCc1ccco1	0.4	-5	-14	-4	1	-0.2	5	-6	-6	-1.9
O=C(CN1CCN(Cc2ccccc2F)C1=O)NCC1CCCO1 (centres undefined)	1.3	4	-7	-17	-1	-1.5	-11	-2	4	4.4
O=C(Nc1ccc2c(c1)OCCO2)C1CCN(S(=O)(=O)c2cccc3nsnc23)CC1	0.1	-1	-4	-3	-9	-0.3	-5	-23	-8	0.7
CCOc1ccc(/C(CCC(=O)O)=N/NC(=S)NCCc2ccccc2)cc1	1.3	3	-6	-8	-1	-1.7	2	2	-2	-0.4
Cc1[nH]c2ccc(CNS(=O)(=O)c3ccc(S(=O)(=O)N4CCOCC4)cc3)cc2c1C	0.8	4	8	-14	-2	-1.3	-4	-1	1	0.4
CC1Cc2ccccc2N1C(=O)C(C)n1cc(C(F)(F)F)cc(Cl)c1=O (centres undefined)	0.4	-5	2	-7	1	-0.5	-3	-7	-5	-0.6
CC(C)NC(=O)C(=O)NCCc1ccc(Cl)cc1	-0.1	4	-3	-13	-2	-1.9	-8	2	2	2.2
c1ccc2nc3c(cc2c1)CCCCCC3	0.6	-1	3	1	-1	-0.7	-6	18	5	1.7
O=C(/C=C/c1ccc([N+](=O)[O-])cc1)N1CCN(S(=O)(=O)c2ccccc2)CC1	0.9	2	12	-11	4	-0.8	5	-36	-1	-0.4
CCOC(=O)c1cccc(OS(=O)(=O)Cc2ccccc2)c1	-0.3	1	17	-2	1	-0.2	-11	-1	-1	-0.2
COC(=O)c1ccccc1NC(=O)C1CCN(C(=O)c2cc(OC)c(OC)c(OC)c2)CC1	2.1	1	14	1	-1	0.0	-21	-2	-2	-2.7

(further entries)
SMILES	MsrA inhibitor	DNMT1 inh	NRP1-CendR mod	bovine MsrA act	STEP inh	TbMetRS inhib	Scp1 inh	SUMO1-SIM PPI	eLon inh	LMPTP inh
CCCCC(CC)CNCc1cccn1CCN1CCOCC1 (centres undefined)	-1.9	1	4	0	2	-0.7	-10	4	-7	-1.2
Cc1ccc(S(=O)(=O)N2CCN(C(=O)CSc3nnc(C)s3)C2)cc1	0.1	1	-1	-1	-1	0.2	0	-4	-3	-0.2
COC(=O)c1c(-c2ccc(OC)cc2)sc2ccc(N3CCOCC3)cc12	-0.1	-27	1	-1	4	-0.2	5	-3	-5	2.1
Cc1ccc(CNC(=O)C23CN(Cc4ccccc4)CC2C(c2ccc([N+](=O)[O-])cc2)=NO3)cc1 (centres undefined)	0.6	12	-1	-5	2	0.2	-1	-20	5	2.8
Clc1ccc(OCc2nnc(SCc3nnc(-c4ccccc4)o3)o2)c(Cl)c1	0.1	1	-4	-5	-2	6.7*	-20	0	-6	-1.1
Cc1ccccc1NC(=O)Nc1c(C)n(C)n(-c2ccccc2)c1=O	0.2	4	20	-4	1	-0.2	-10	4	-6	-2.0
O=C(c1cccc(F)c1)N1CCN(CC2CC3C=CC2C3)CC1 (centres undefined)	-0.5	4	-4	-5	-1	-1.0	-7	-2	-5	-1.9
Cn1c(=O)n(C)c2cc([N+](=O)[O-])c(N3CCN(C(=O)c4ccccc4)CC3)cc21	-0.2	0	3	2	2	-0.1	-11	-20	-5	-0.3
CCOC(=O)c1c(NC(=O)CSc2nccn2C)sc(C(=O)NC)c1C	-0.5	4	-9	-1	3	-0.1	1	-1	-1	-0.4
O=C(Nc1cccnc1)C1Cc2c(-c3ccccc3Oc3ccccc3)ccnc2O1 (centres undefined)	0.9	1	1	-7	1	-0.3	nt	6	-12	-2.1
Cc1ccc(S(=O)(=O)N2[C@H](CC(=O)OCc3ccccc3)OC[C@@H]2C(C)C)cc1	-0.5	nt	-2	nt	nt	0.1	nt	0	nt	3.0
NC(=O)C1(C(N)=O)OC1c1ccc(Cl)c(Cl)c1 (centres undefined)	1.4	0	-4	-4	-1	-0.3	-8	4	4	-1.7
O=c1c(C(c2nnnn2C2CCCCC2)N2CCCCC2)coc2ccc(Cl)cc12 (centres undefined)	-0.1	1	-1	3	0	0.0	-5	-1	-12	3.0
COc1cccc(N2CCC(N3CCN(C)C(CCO)C3)CC2)c1 (centres undefined)	-0.5	-2	6	-3	-3	0.3	-6	3	-12	-1.5
C[C@H](NC(=O)NC1CCCc2ccccc21)C(=O)O (some centres undefined)	nt	0	-5	-3	-10	-1.4	-4	-1	0	-1.6
COc1cc(C(C)=O)ccc1OCC(=O)Nc1ccc2nc(C)sc2c1	-0.1	-3	-15	-4	-1	-0.4	-2	-5	-3	-0.4
CCCn1cnc2c(SCc3ccc(Cl)cc3)nc(N)nc21	0.3	-4	19	-3	0	0.1	-5	0	-3	0.5
N#Cc1sc2nc3c(c(-c4ccco4)c2c1N)CCCC3	0.3	-4	-7	-4	2	-1.4	-8	-6	-10	0.9
O=C(Cc1c[nH]c2ccccc12)Nc1nc2ccccc2[nH]1	0.5	-15	-5	-2	0	2.1	8	-2	-10	-0.2
Cc1ccccc1C(=O)NCCCc1ccccc1	0.9	9	-5	-2	-3	-0.6	1	-2	-22	-2.0
Cc1cccc(/C=C\c2nc3ccccc3c(=O)[nH]2)c1	1.4	1	5	-5	0	-0.3	-3	26	0	0.5
CC(C)NC(=O)c1ccc(-n2nc(C(F)(F)F)c3c2CCCC3)cc1	0.5	5	-13	-4	-2	0.1	-5	2	-18	1.9
CCCn1c(NCc2cc(C)ccc2O)nc2ccccc21	0.0	-5	4	-2	0	3.0	-2	3	-8	3.2
O=C(O)c1cccc(-n2cccc2/C=C2/NC(=O)N(c3cccc(Cl)c3)C2=O)c1	2.7	97*	-7	-5	3	1.4	85*	35	-6	4.7
CC(C)(C)c1cn(-c2ccc(F)cc2)c(=S)[nH]1	-0.7	-1	-4	0	1	-0.3	-6	-1	1	-0.8

Other entries
SMILES	MsrA inhibitor	DNMT1 inh	NRP1-CendR mod	bovine MsrA act	STEP inh	TbMetRS inhib	Scp1 inh	SUMO1-SIM PPI	eLon inh	LMPTP inh
COc1ccc(C(=O)N(CC2CCCO2)C(C(=O)NCCC(C)C)c2ccc(C)cc2)cc1OC (centres undefined)	0.4	-9	-1	-1	0	0.1	-5	-2	4	-0.3
CC(C)(C)NC(=O)C(c1ccc(O)cc1)N(Cc1ccccc1)C(=O)CCC(=O)Nc1nccs1 (centres undefined)	-1.1	0	3	-3	-2	-0.3	-5	1	-4	0.2
COc1ccc(N(C)C(=O)c2sc(Cl)nc2C)cc1	-0.7	1	1	-2	1	0.1	-4	-4	-13	0.2
COc1cc(/C=C/C2=NNC(=O)CC2)cc(OC)c1OC	8.2*	-1	1	-5	3	-0.1	-5	-13	-1	-1.3
O=C(CSC(=S)N1CCSCC1)c1ccccc1	1.6	6	-12	-14	-2	-1.2	5	0	5	-0.1
CCN(CC)CCCn1c(C)cc2c(c1=O)C(c1cc(OC)c(OC)cc1OC)C(C#N)=C(N)O2 (centres undefined)	-0.2	-1	4	5	-2	-0.7	0	0	0	1.8
CC(C)C1CC2=C(C(=O)OC(C)(C)O2)C(c2ccc(Cl)cc2)O1 (centres undefined)	-0.6	5	1	-2	-1	-0.2	nt	1	-7	2.0
CCc1cc2c(N3CCN(C(=O)c4ccco4)CC3)ncnc2s1	-0.8	-2	-5	-2	3	-0.8	-3	3	7	-0.3
CN1/C(=C\C(=O)C[n+]2cccc(Br)c2)C(C)(C)c2ccccc21	3.5	-1	-20	-3	0	-0.1	-14	-7	0	-2.0
